Source: PubChem BioAssay
NOD2-RIPK2 inh: blocks binding of human NOD2 to RIPK2; O43353; CHO BLA complementation NOD2-RIPK2, CCF4 ratio; inhibition, % at 4.98 µM; actives 0.38% (n = 360,000); in the data active means inhibition above about 21%;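 further: 0% = vehicle only and 100% = reference blocker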
SRC2 inh: inhibits human steroid receptor coactivator 2. AID 651957. actives 0.17% (n = 370,000). Q15596. inhibition, % at 9 µM. HEK293 GAL4-SRC2 luciferase reporter, luminescence;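 active means inhibition above the mean inhibition of all tested compounds plus 3 SD, set per campaign, cut at about 52% in these data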;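 further: 0% = DMSO treated cells and 100% = cells given Gossypol at 36 µM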
TROY signal inh: TROY signaling inhibition; Q293 LMP1-TROYcd NF-kB luciferase reporter, 4 h; inhibition, % at 10 µM; actives 0.98% (n = 360,000); AID 1347056;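 active means compounds whose plate-normalised and pattern-corrected inhibition of the luciferase reporter signal at the single screening dose is 50% or more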
NCOA3 inh: inhibits human SRC3 coactivator; Q9Y6Q9; HEK293 GAL4-SRC3 luciferase reporter, luminescence; inhibition, % at 3.6 µM; actives 0.17% (n = 360,000);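 active means inhibition above a per-campaign cutoff, the mean of all compounds plus 3 SD, cut at about 60% in these data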;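 further: 0% = DMSO-treated cells and 100% = gossypol-treated cells at 36 µM; higher means less SRC3-driven luciferase light from the GAL4 reporter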
LMP1 NFkB inh: reduces LMP1-driven NF-kappaB luciferase signal; LMP1-induced NF-kappaB luciferase reporter cells, luminescence; inhibition, % at 12.5 µM; actives 0.69% (n = 350,000); AID 504558; in the data active means inhibition above about 41%;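 further: 0% = neutral control wells and 100% = reference inhibitor control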
LRH-1 inv ag: suppresses constitutive activity of human LRH-1; inhibition, % at 3.6 µM; HEK293T StAR-luciferase reporter, LRH-1 transfected, 24 h; O00482; actives 0.13% (n = 360,000);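 active means inhibition above the mean inhibition of all tested compounds plus 3 SD, cut at about 73% in these data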;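 further: 0% = DMSO wells and 100% = reporter-only cells lacking LRH-1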
Target sequence (O00482 whole entry, looked up): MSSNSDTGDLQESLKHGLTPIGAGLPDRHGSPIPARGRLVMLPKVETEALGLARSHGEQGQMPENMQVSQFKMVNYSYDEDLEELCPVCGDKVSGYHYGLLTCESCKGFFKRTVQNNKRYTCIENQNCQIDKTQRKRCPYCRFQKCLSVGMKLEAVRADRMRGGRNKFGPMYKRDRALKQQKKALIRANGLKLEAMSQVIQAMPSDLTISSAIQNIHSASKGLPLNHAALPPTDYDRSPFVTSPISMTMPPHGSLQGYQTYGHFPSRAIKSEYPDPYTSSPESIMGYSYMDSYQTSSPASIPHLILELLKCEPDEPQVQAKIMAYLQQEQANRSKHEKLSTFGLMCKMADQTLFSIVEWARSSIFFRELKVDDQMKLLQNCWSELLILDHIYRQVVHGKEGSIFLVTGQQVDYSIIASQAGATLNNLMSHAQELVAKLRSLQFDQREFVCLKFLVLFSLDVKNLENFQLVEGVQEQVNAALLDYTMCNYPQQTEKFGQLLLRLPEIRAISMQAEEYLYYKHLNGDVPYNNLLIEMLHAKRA
TRAIL sens C8: sensitizes caspase-8 expressing cells to TRAIL; NB7+C8 cells + TRAIL, ATPlite viability luminescence; inhibition (viability loss, TRAIL sensitization), % at 10 µM; actives 1% (n = 360,000); AID 624354;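 active means compounds causing at least 50% loss of cell viability in the single-dose screen, relative to plate controls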
NCOA1 inh: inhibits human SRC1 coactivator; Q15788; AID 588354; actives 0.12% (n = 360,000); HEK293 GAL4-SRC1 luciferase reporter, luminescence; inhibition, % at 3.6 µM;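 active means inhibition above the campaign mean plus 3 SD, with each screening campaign given its own cutoff, cut at about 60% in these data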;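 further: 0% = DMSO treated cells and 100% = gossypol at 36 µM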
TWEAK-Fn14 inh: blocks TWEAK-Fn14 interaction in a reporter cell assay. inhibition, % at 10 µM. TWEAK-stimulated Fn14 reporter cells, luciferase luminescence, 8 h. actives 2% (n = 360,000); in the data active means inhibition above about 50%
TLR9-MyD88 block: inhibitors of human TLR9-MyD88 binding. Q9NR96+Q99836. inhibition, % at 4.98 µM. CHO BLA complementation TLR9-MyD88, CCF4 FRET ratio. actives 0.21% (n = 340,000). AID 504734;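 active means inhibition above the mean over all tested compounds plus 3 SD, cut at about 21% in these data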;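 further: 0% = DMSO only wells and 100% = clavulanate BLA inhibitor control wells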
NR2F2 inh: inhibitors of human COUP-TFII (NR2F2). actives 0.7% (n = 370,000). P24468. inhibition, % at 8.6 µM. AID 686940. HEK293T NGFI-A luciferase reporter, luminescence;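 active means inhibition above a per-plate cutoff, mean inhibition of test wells between control levels plus 3 SD, cut at about 38% in these data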;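 further: cells cotransfected with COUP-TFII expression vector driving the NGFI-A reporter; 0% = median of COUP-TF2 test wells and 100% = reporter-only cells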
Target sequence (P24468 whole entry, looked up): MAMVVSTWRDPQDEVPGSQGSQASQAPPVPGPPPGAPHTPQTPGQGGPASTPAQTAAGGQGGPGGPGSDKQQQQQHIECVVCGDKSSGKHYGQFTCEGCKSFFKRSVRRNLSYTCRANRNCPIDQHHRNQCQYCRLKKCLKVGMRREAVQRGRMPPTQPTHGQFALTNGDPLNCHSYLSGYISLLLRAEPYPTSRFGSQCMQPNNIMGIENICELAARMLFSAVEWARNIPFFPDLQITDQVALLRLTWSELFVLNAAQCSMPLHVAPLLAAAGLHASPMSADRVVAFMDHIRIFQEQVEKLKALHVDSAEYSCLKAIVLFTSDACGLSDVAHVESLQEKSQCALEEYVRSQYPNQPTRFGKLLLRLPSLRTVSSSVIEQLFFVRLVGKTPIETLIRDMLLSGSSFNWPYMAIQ
* = called active by the depositor; · = no result given. Not all compounds are listed; the hit share may differ from the screen's.

SMILES	NOD2-RIPK2 inh	SRC2 inh	TROY signal inh	NCOA3 inh	LMP1 NFkB inh	LRH-1 inv ag	TRAIL sens C8	NCOA1 inh	TWEAK-Fn14 inh	TLR9-MyD88 block	NR2F2 inh
COc1ccc2c(c1)C(SCC(=O)NCCc1ccccc1)CC(C)(C)O2 (stereo unspecified)	-12	14	-12	17	-10	10	-1	-6	1	-15	-2
O=C1C2C3C=CC(C3)C2C(=O)N1c1ccc(-c2nc3ccccc3c(=O)o2)cc1 (stereo unspecified)	-20	-3	3	-4	5	6	-2	-22	0	-2	10
Cc1ccc(N2CCN(CC(O)COc3cccc(C)c3)CC2)cc1 (stereo unspecified)	-3	-8	-3	-2	3	-5	-21	12	9	4	-7
O=C(c1ccccc1)N1N=C(c2ccccc2O)CC1c1ccc(Br)cc1 (stereo unspecified)	-6	-22	-6	-5	-21	-8	-2	-5	7	-13	7
CCCCCC(=O)N/N=C/c1ccco1	-2	-24	-8	11	-13	10	-3	4	3	4	-5
O=C1CSC(c2ccccc2[N+](=O)[O-])N1c1cccc(F)c1 (stereo unspecified)	7	6	-20	19	0	3	-6	3	29	-10	0
CCc1cc2c(NCCN3CCCCC3)ncnc2s1	-9	-16	-17	7	0	18	-7	2	-21	7	10
COc1ccccc1C1=NOC(C)(c2sc(-c3ccc(Cl)cc3)nc2C)C1 (stereo unspecified)	-15	-33	-7	-30	-5	-32	-11	-25	-50	3	-19
COCCNC(=O)C(OC(=O)c1ccco1)c1ccccc1Cl (stereo unspecified)	-3	-11	-13	-15	3	-19	-4	15	4	15	1
CCOC(=O)c1sc(NC(=O)c2c(CC)noc2C)nc1C	-8	3	-2	17	-1	24	-2	-16	5	3	-23
Cc1cc(C)cc(NC(=O)C2CCN(c3nc(C)cc(C)n3)CC2)c1	-7	-24	-17	2	6	-17	-12	7	9	-15	15
COc1ccc(/C=C/C(=O)c2oc3ccc(F)cc3c2C)cc1	3	·	-34	10	-7	10	-8	-36	-9	-2	·
COC(=O)c1ccc(N2C(c3cc(OC)cc(OC)c3)=Cc3ccc(-c4cnc(OC)nc4)cc3C2CC(=O)C2CC2)cc1 (stereo unspecified)	-10	2	6	·	·	20	-5	·	-2	·	-5
Cc1nc(NN)c2c3c(sc2n1)COC(C)(C)C3	2	1	9	-7	1	10	-14	-4	2	-1	-21
CC(C)(C)NC(=O)Cn1c(-c2nonc2N)nc2ccccc21	-4	-5	16	4	1	15	-2	1	5	0	-2
Cc1cccc(NC(=O)NNC(=O)c2sccc2-n2cccc2)c1	-7	5	1	-4	5	8	1	3	1	3	14
Cc1csc(NC(=O)CSc2[nH]c(=O)ncc2C)n1	-3	29	-18	-12	4	-8	-12	-37	9	-7	-5
O=c1c(Cl)c(NCc2ccco2)cnn1C12CC3CC(CC(C3)C1)C2	-9	9	-6	16	-15	-8	-10	2	4	6	7
Cc1ccc(Cn2nnnc2CN2CCC(O)(c3cccnc3)CC2)cc1	8	-5	5	16	-23	21	-1	-39	-23	5	6
COc1ccccc1N(CC(=O)NC1CC2CCC1C2)S(=O)(=O)c1ccc(C)cc1 (stereo unspecified)	2	21	12	-2	-3	12	10	-11	3	-8	11
Cc1ccc(SCCNC(=S)Nc2cc(C)ccc2C)cc1	-3	-34	1	-21	-8	9	4	-20	3	-11	12
COc1ccc(NC(=O)CN(C)S(=O)(=O)c2ccc3[nH]c(=O)oc3c2)cc1	10	-14	2	0	-23	-2	-17	-10	-4	3	-6
Cc1cc(NS(=O)(=O)c2ccc(NC(=O)c3cnc(Cl)c(Cl)c3)cc2)nc(C)n1	-1	1	-9	17	-7	0	10	-13	-6	-10	8
Cn1cnc2c1c(=O)n(Cc1c(Cl)cccc1Cl)c(=O)n2C	-6	4	4	-4	-9	25	2	5	-7	-2	-3
CCn1ccc(=N)cc1	1	-5	-6	-17	4	3	3	-8	-17	0	19
COC(=O)CCC(=O)N(C)CC1CCCN(CCc2cccc(C(F)(F)F)c2)C1 (stereo unspecified)	-9	0	5	7	8	-21	-3	-25	17	3	-6
N#Cc1c(-c2ccccc2)c(C#N)c2nc3ccccc3n2c1N	-2	4	-13	16	10	16	36	27	6	-3	7
O=C(O)CSCC(=O)Nc1ccc(-c2nc3ccccc3s2)cc1	7	-34	42	-51	3	-42	21	-54	71*	·	-18
CCOCCCNC(=O)C(NC(=O)c1ccc(NC(C)=O)cc1)c1ccc(OC)cc1 (stereo unspecified)	-3	-12	-20	15	-2	4	20	-2	-4	-10	3
CN(C)S(=O)(=O)c1cccc(C(=O)NCC(C)(C)CNC(=O)c2cccc(S(=O)(=O)N(C)C)c2)c1	-8	-13	17	-10	2	-16	-15	-13	-21	-3	3
CC(C)(C)c1ccc(OCCC(=O)NC2=NCCS2)cc1	2	-12	-25	5	-4	5	-1	11	-12	-17	-13
CCCNC(=O)Nc1nccs1	1	-15	3	8	4	25	20	-25	10	2	6
CCCCn1c(SCC(=O)OCC)nnc1-c1ccoc1C	3	-9	-10	10	-7	12	5	-14	0	5	7
CCn1c(SCC(=O)Nc2ccc(NC(=O)c3ccco3)c(OC)c2)nc2ccccc2c1=O	13	7	21	8	-7	3	-5	-8	-7	9	-2
NS(=O)(=O)c1cc(C(=O)NC2CCSc3ccccc32)ccc1Cl (stereo unspecified)	-10	-35	-5	-3	-8	-20	15	-9	-16	-9	9
Cc1cc(C(=O)O[C@H]2[C@H](Cc3ccccc3)NS(=O)(=O)[C@H]3C[C@@H]4C=C[C@]23O4)ccc1[N+](=O)[O-]	2	-27	6	9	2	-4	-13	-5	10	4	19

An excerpt of these results, in markdown:
| structure | NOD2-RIPK2 inh | SRC2 inh | TROY signal inh | NCOA3 inh | LMP1 NFkB inh | LRH-1 inv ag | TRAIL sens C8 | NCOA1 inh | TWEAK-Fn14 inh | TLR9-MyD88 block | NR2F2 inh |
| --- | --- | --- | --- | --- | --- | --- | --- | --- | --- | --- | --- |
| CC(C)(C)c1ccc(OCCC(=O)NC2=NCCS2)cc1 | 2 | -12 | -25 | 5 | -4 | 5 | -1 | 11 | -12 | -17 | -13 |
| CCCNC(=O)Nc1nccs1 | 1 | -15 | 3 | 8 | 4 | 25 | 20 | -25 | 10 | 2 | 6 |
| NS(=O)(=O)c1cc(C(=O)NC2CCSc3ccccc32)ccc1Cl (stereo unspecified) | -10 | -35 | -5 | -3 | -8 | -20 | 15 | -9 | -16 | -9 | 9 |
| O=C(O)CSCC(=O)Nc1ccc(-c2nc3ccccc3s2)cc1 | 7 | -34 | 42 | -51 | 3 | -42 | 21 | -54 | 71* | · | -18 |
| COC(=O)CCC(=O)N(C)CC1CCCN(CCc2cccc(C(F)(F)F)c2)C1 (stereo unspecified) | -9 | 0 | 5 | 7 | 8 | -21 | -3 | -25 | 17 | 3 | -6 |
| CCOCCCNC(=O)C(NC(=O)c1ccc(NC(C)=O)cc1)c1ccc(OC)cc1 (stereo unspecified) | -3 | -12 | -20 | 15 | -2 | 4 | 20 | -2 | -4 | -10 | 3 |

Continued:
SMILES	NOD2-RIPK2 inh	SRC2 inh	TROY signal inh	NCOA3 inh	LMP1 NFkB inh	LRH-1 inv ag	TRAIL sens C8	NCOA1 inh	TWEAK-Fn14 inh	TLR9-MyD88 block	NR2F2 inh
CC(C)COc1ccc(CSCCNC(=S)Nc2ccccc2)cc1	-5	29	40	7	10	25	4	-13	35	6	35
O=C(C1=C[C@H](c2ccc(C(F)(F)F)cc2)C[C@H](OCc2ccc(CO)cc2)O1)N1CCN(Cc2ccc3c(c2)OCO3)CC1	0	3	-3	10	2	-15	18	-5	-18	1	13
Nc1nnc(SCC(=O)OCc2ccc(F)cc2)s1	-10	9	-16	21	0	-13	-2	-44	25	7	-4
O=C(Cn1c2c(c(-c3ccccc3)cc1=O)CCCC2)N1CCCCCC1	-5	-3	-7	2	0	-14	-16	-14	7	-7	-3
COc1cc(C(=O)NCC2CCCCC2)ccc1OCc1c(C)noc1C	-2	14	-1	5	3	8	1	5	2	1	4
Cc1ccc(S(=O)(=O)NC2CCCC(C(=O)O)C2)cc1 (stereo unspecified)	4	-22	4	-6	3	-4	-13	-6	14	-1	14
O=C(CSc1ccc([N+](=O)[O-])cn1)Nc1cc(C(F)(F)F)ccc1N1CCOCC1	-17	12	0	9	-3	-5	5	-12	0	-11	-3
Cc1cc(C(=O)O)n(C(C)(C)C)n1	0	1	15	4	-2	4	-15	9	1	-4	15
O=C(CCC(=O)Nc1nnc(C2CCCCC2)s1)NCC1CCCO1 (stereo unspecified)	-5	-37	0	-17	-25	-19	8	-1	5	3	2
O=C(Cc1ccc([N+](=O)[O-])cc1)N1CCc2ccccc2C1	-5	-6	4	7	-9	-8	-1	-2	0	9	6
O=C(Cn1cccc1C(=O)c1ccccc1)NCCc1ccccc1	8	-7	-14	-11	-9	26	3	-24	-7	2	5
N#CCOc1coc(CN2CCN(c3ccccc3)CC2)cc1=O	-16	-9	-8	15	1	-10	-17	-7	8	-8	-16
C[C@H]1COc2cc(N3CC[C@H](O)C3)ccc2S(=O)(=O)N1	-12	-18	-17	·	·	-21	-9	·	8	·	-9
CC1CCC(NC(=O)c2cc(S(=O)(=O)N3CCCCC3)ccc2N2CCOCC2)CC1 (stereo unspecified)	2	-14	5	-38	1	14	-1	1	1	-6	-1
O=C(O)c1cccc(Oc2ccc([N+](=O)[O-])cc2)c1	1	22	-16	-5	5	-5	-5	7	-11	-11	9
CCCS(=O)(=O)NC(=O)C1(C)CCN(C(=O)c2ccc(OC)cc2)C1 (stereo unspecified)	-6	·	4	4	·	-9	0	-2	-8	·	·
NC(=O)COc1cccc2cccnc12	3	24	6	-8	0	0	-6	-8	3	6	-11
CC(C)(C)CC(=O)Nc1nn[nH]n1	-4	3	-1	4	-1	2	5	2	4	-3	-5

Entries of single compounds from above. Order of screens: NOD2-RIPK2 inh, SRC2 inh, TROY signal inh, NCOA3 inh, LMP1 NFkB inh, LRH-1 inv ag, TRAIL sens C8, NCOA1 inh, TWEAK-Fn14 inh, TLR9-MyD88 block, NR2F2 inh
`CC1CCC(NC(=O)c2cc(S(=O)(=O)N3CCCCC3)ccc2N2CCOCC2)CC1` (stereo unspecified) as listed: 2, -14, 5, -38, 1, 14, -1, 1, 1, -6, -1
`CC(C)(C)CC(=O)Nc1nn[nH]n1` as listed: -4, 3, -1, 4, -1, 2, 5, 2, 4, -3, -5
`NC(=O)COc1cccc2cccnc12` as listed: 3, 24, 6, -8, 0, 0, -6, -8, 3, 6, -11
